TRPC4 block – TRPC4 (mouse) channel inhibition; Q9QUQ5; HEK293 TRPC4beta/mu-opioid, DAMGO-evoked Fluo4 calcium flux; hits give low values; B-score at 10 µM; AID 2247; hit rate 0.39% among 300,000;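 active = B-score over 3 SD under the library average, no early fluorescence shift, positive overall ratio signal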
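Assay system – HEK293 line stably carrying TRPC4beta and mu-opioid receptor · Doses – single dose · Detection – Fluo4 calcium-dye fluorescence, kinetic read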
KCNQ1 pot – human KCNQ1 channel potentiation or activation. B-score at 10 µM. hit rate 0.35% among 310,000. P51787. CHO-K1 KCNQ1, thallium flux FluxOR fluorescence; hits give high values;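 active = fluorescence ratio B-score, a plate-corrected score, at least three library SD, with initial intensity B-score within 5 SD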
Target sequence (P51787 whole entry, looked up): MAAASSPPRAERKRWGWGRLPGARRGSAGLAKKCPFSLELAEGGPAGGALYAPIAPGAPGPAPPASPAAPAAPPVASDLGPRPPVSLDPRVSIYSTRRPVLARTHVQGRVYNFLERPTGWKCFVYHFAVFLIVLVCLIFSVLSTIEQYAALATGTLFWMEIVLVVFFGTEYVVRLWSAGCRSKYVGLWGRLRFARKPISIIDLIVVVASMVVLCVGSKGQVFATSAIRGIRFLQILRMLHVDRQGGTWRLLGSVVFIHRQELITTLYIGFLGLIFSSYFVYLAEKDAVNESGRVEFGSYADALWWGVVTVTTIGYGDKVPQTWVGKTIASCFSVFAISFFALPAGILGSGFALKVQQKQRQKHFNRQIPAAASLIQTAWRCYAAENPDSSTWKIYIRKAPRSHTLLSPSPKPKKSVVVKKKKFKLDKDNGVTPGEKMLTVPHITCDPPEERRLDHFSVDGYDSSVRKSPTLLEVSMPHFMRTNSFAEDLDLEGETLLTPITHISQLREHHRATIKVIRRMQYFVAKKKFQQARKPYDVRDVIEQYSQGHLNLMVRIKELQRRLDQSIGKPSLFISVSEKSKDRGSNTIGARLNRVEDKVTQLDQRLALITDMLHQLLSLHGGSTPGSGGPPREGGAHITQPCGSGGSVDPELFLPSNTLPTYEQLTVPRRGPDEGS
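Assay system: CHO-K1 cells stably expressing KCNQ1; Medium: assay buffer with matched DMSO; Also added: K+/Tl+ depolarizing stimulus; Dosing: single dose; Timing: dye 90 min, compound 20 min, room temperature; Measured by: kinetic FluxOR thallium fluorescence, 10-s 1-Hz baseline, 110-s post-stimulus read; Read-out: peak-minus-minimum fluorescence over initial fluorescence, negative-control normalized, B-scored.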
Dyrk1A ADPGlo – blocks rat Dyrk1A kinase activity; Q63470; ADP-Glo luminescence, NFATc1 peptide; inhibition, % at 12.5 µM; hit rate 0.43% among 310,000; in the data active = inhibition above about 50%;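 also: plate controls were vehicle with enzyme for no effect and no enzyme for full effect; many of its hits are not listed in these tables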
KCNK9 inh – inhibitors of human KCNK9 two-pore domain potassium channel. HEK293 KCNK9, FluxOR thallium flux fluorescence; hits give low values. hit rate 1.2% among 310,000. Q9NPC2. B-score at 10 µM. AID 488922;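 active = ratio B-score over 3 SD below the library mean, with starting fluorescence within 5 SD of its mean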;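 also: negative B-score means less thallium flux so channel inhibition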
hERG rescue – compounds protecting human hERG from proarrhythmic drug block. AID 1511. activation (rescue from dofetilide block), less the hit threshold, % at 10 µM. CHO-hERG, FluxOR thallium flux, dofetilide IC70 present. Q12809. hit rate 0.51% among 310,000;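 active = activation above the mean of controls blocked by dofetilide plus 5 SD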;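 also: thallium influx through hERG after potassium depolarization seen as dye fluorescence rise; in these data hits start at about 4.7%; inactives centre near -7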
TRPC4 potent – TRPC4 (mouse) allosteric potentiation | HEK293 TRPC4beta/mu-opioid, DAMGO EC20, Fluo-4 Ca2+ flux; hits give high values | B-score at 10 µM | hit rate 0.42% among 310,000;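 active = B-score of calcium response area above 5 SD of library B-scores, with initial fluorescence ratio within 5 SD of library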;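 also: B-score of integrated fluorescence ratio over time as area under calcium response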
KCNK3 block – human KCNK3 channel inhibition, primary screen. CHO-KCNK3 thallium flux, FluxOR fluorescence; hits give low values. B-score at 10 µM. hit rate 0.84% among 340,000;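 active = B-score under library mean minus 4 SD, starting fluorescence ratio at most library mean plus 5 SD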;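 also: more negative B-score means stronger inhibition of thallium flux through KCNK3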
Target sequence (O14649 whole entry, looked up): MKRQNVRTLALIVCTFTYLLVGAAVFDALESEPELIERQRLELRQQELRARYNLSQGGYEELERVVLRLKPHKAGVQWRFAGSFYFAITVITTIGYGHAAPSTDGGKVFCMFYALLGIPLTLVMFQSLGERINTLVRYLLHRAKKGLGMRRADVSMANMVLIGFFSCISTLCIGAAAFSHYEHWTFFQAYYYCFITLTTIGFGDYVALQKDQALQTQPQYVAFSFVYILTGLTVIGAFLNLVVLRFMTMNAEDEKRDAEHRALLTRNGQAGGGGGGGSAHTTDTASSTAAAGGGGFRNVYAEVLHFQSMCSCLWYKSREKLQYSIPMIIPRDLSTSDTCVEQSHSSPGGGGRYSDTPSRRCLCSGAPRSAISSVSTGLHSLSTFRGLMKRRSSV
Platelet DG rel – platelet dense granule release activity | human platelet-rich plasma, SFLLRN dense granule ATP release, luminescence | hit rate 0.22% among 300,000 | inhibition, %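 (compounds screened at 7.5 µM in platelet-rich plasma)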;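 active = mean replicate score, as percent of positive control, at or above 50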
KCNQ1 block – inhibitors of human KCNQ1 potassium channel; hit rate 1.3% among 310,000; CHO-K1 KCNQ1, FluxOR thallium flux fluorescence; hits give high values; B-score at 10 µM; AID 2642; P51787;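 active = compounds whose thallium flux B-score, printed positive for inhibition, exceeds three library SD while starting fluorescence stays within three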;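 also: channel opened by potassium depolarization with thallium stimulus after 20 min compound exposure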
TRPC4 agonist – TRPC4 (mouse) channel activation; AID 2237; HEK293 TRPC4beta/mu-opioid, Fluo4 calcium fluorescence; hits give high values; Q9QUQ5; hit rate 0.49% among 310,000; B-score at 10 µM;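 active = B-score above 5 SD of library B-scores, and initial fluorescence ratio not above library mean plus 5 SD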;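 also: positive B-score marks a calcium rise read as TRPC4 activation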
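Assay system: HEK293 cells stably co-expressing mouse TRPC4beta and mu-opioid receptor / Timing: Fluo4 dye loading 45 min at room temperature, 110 s recording / Signal: Fluo4 calcium-sensitive dye fluorescence, kinetic, 1 Hz baseline / Read-out: integrated baseline-normalised fluorescence ratio, converted to per-well B score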
PolyA inhibitor – yeast polyadenylation inhibition | S. cerevisiae SKY197-pL101 polyadenylation reporter, beta-gal luminescence; efflux-impaired pdr1/pdr3 knockout yeast; score 100 = 6 SD above DMSO | calls only at 12 µM | hit rate 0.02% among 300,000;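 active = lowest replicate activity score at least 50, where 100 means six control SD above control mean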;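 also: yeast exposed to compound for 9 h at 30 °C; higher score means more reporter readthrough which indicates perturbed polyadenylation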
Numbers without * were called inactive; i = inactive; x = no result given.

SMILES	TRPC4 block	KCNQ1 pot	Dyrk1A ADPGlo	KCNK9 inh	hERG rescue	TRPC4 potent	KCNK3 block	Platelet DG rel	KCNQ1 block	TRPC4 agonist	PolyA inhibitor
CC(C)=CCN1CCN(Cc2cccn2-c2nccs2)CC1CCO (stereo not given)	i	i	0.4	i	-11.8	i	i	-1.6	i	i	x
COCC(C)NC(=S)NC(=O)c1cc(S(=O)(=O)N2CCOCC2)ccc1C (stereo not given)	i	i	0.8	i	-7.6	i	i	-3.4	i	i	i
O=C(NCCN1CCOCC1)c1c(Cl)cccc1Cl	i	i	9.3	i	-6.7	i	i	9.1	i	i	i
Cc1nn2c3ccccc3n(C)c2nc1=O	i	i	-5.5	i	-0.8	i	i	-32.2	i	i	i
CC(NC(=O)c1ccc(N(C)C)c([N+](=O)[O-])c1)c1ccc(-n2ccnc2)cc1 (stereo not given)	i	i	6.5	i	-9.4	i	i	8.5	i	i	i
COc1ccc(C2C=C(c3ccc(Br)s3)Nc3ncnn32)cc1OC (stereo not given)	i	i	x	i	-4.8	i	x	0.5	i	i	i
CCOC(=O)c1sc(NC(=O)c2sccc2C)cc1C	i	i	0.7	i	-13.5	i	i	61.5*	i	i	i
Cc1[nH]c2ccccc2c1C(=O)CSc1ccc(F)cc1	i	i	1.5	i	-12.0	i	i	0.2	i	i	i
CC(C)Cc1cc(CN2CCCC(CO)(Cc3cccc(Cl)c3)C2)[nH]n1 (stereo not given)	-10*	i	6.2	i	-9.6	i	i	1.7	i	i	i
COC(=O)c1ccccc1NC(=O)COC(=O)/C=C/c1ccco1	i	i	x	i	-7.8	i	i	1.8	i	i	i
CC1CCN(C(=O)c2ccccc2NC(=O)Nc2ccccc2)CC1	i	i	0.6	i	-9.4	i	i	22.2	i	i	i
CCc1ccccc1NC(=O)C1CCN(C(=O)c2ccc([N+](=O)[O-])cc2)CC1	i	i	-7.9	i	-9.5	i	i	-9.8	i	i	i
Cc1ccc2c(c1)N(Cc1ccc3c(c1)OCO3)C(=O)C(C)O2 (stereo not given)	i	i	9.2	i	-10.0	i	i	0.1	i	i	i
COc1ccc(NC(=O)C2C3C=CC4(O3)C2C(=O)N(CCN2CCCCC2)C4C(=O)NC2CCCCC2)cc1 (stereo not given)	i	i	-0.2	i	-6.1	i	i	11.0	i	i	i
CC1CC(C)CN(C(=O)C2CCCN(c3ncnc4c3nc3n4CCCCC3)C2)C1 (stereo not given)	i	i	-2.0	i	-7.6	i	i	1.1	i	i	i
CC1CCCC(C)N1C(=O)Nc1cccc(Cl)c1 (stereo not given)	i	i	-1.2	i	-18.6	i	i	-7.9	i	i	i
CCOC(=O)c1c(NC(=O)c2cccc([N+](=O)[O-])c2C(=O)O)sc2c1CCCC2	i	i	-5.5	i	-2.6	i	i	16.8	i	i	i
O=C(COC(=O)c1ccc(F)cc1)NCCc1ccc(F)cc1	i	i	-5.9	i	-0.2	i	i	5.4	i	i	i
Cc1ccc(-c2nnc(SCC(=O)N3CCCc4ccccc43)n2N)cc1	i	i	0.3	i	-6.6	i	i	0.3	i	i	i
Cc1nc(N)sc1-c1csc(Nc2cccc(O)c2)n1	i	i	3.6	i	-4.2	i	i	2.4	i	i	i
COc1ccc(Cl)cc1N(C(=O)c1ccco1)C(C(=O)NC1CCCC1)c1ccncc1 (stereo not given)	i	i	1.6	i	-4.9	i	i	-3.7	i	i	i
Cc1ccc(S(=O)(=O)N(C)C)cc1NC(=O)CN1C(=O)NC(Cc2c[nH]c3ccccc23)C1=O (stereo not given)	i	i	-5.9	i	-14.7	i	i	14.7	i	i	i
Cc1cccc(C(=O)C2CCN(S(=O)(=O)c3ccc(C(=O)O)cc3)CC2)c1	i	i	-2.6	i	-9.8	i	i	-2.4	i	i	i
Cc1ccc(C(c2nnnn2CC2CCCO2)N2CCN(C)CC2)cc1 (stereo not given)	i	i	-1.8	i	-15.7	i	i	-2.6	i	i	i
COc1ccc(S(=O)(=O)N(C)C)cc1NCC(=O)Nc1ccc(Br)cc1F	i	i	4.7	i	-4.8	i	i	4.4	i	i	i
CCOc1ccc(NC(=O)c2cccnc2Cl)c([N+](=O)[O-])c1	i	i	0.9	i	-3.3	i	i	9.6	i	i	i
CCCCSCCCNC(=O)c1cn(C)c2ccc(S(=O)(=O)N3CCCC3)cc2c1=O	i	i	-8.9	i	-7.9	i	i	-2.4	i	i	i
COCCCNC(=O)CNC(=S)N(Cc1ccccc1)Cc1cccnc1	i	i	11.2	i	-6.2	i	i	3.8	i	i	i
Cc1ccc2c(CC(=O)O)coc2c1	i	i	-1.2	i	-10.2	i	i	-1.7	i	i	i
CCC1(C)N(O)C(C)(C)C(c2ccc(OC)cc2)=[N+]1[O-] (stereo not given)	i	i	-5.4	i	-0.1	i	i	-3.6	i	i	i
CCn1cc(C(=O)C(F)(F)F)c2ccccc21	i	i	-0.1	i	-8.1	i	i	2.2	i	i	i
CCCCn1c(N)c(N(CCOC)C(=O)c2cccc(S(=O)(=O)N3CCCCCC3)c2)c(=O)[nH]c1=O	i	i	-6.2	i	-15.1	i	i	-3.7	i	i	i
S=C(Nc1ccc(Nc2ccccc2)cc1)NN1CCOCC1	i	i	x	i	-3.5	i	i	1.4	i	i	i
CC(=O)c1c(C(=O)O)[nH]c(C(=O)O)c1C	i	i	-1.1	i	-7.3	i	i	-7.0	i	i	i
FC(F)(F)c1cc(-c2ccco2)nc(N2CCN(c3ccccc3)CC2)n1	i	i	-3.5	i	-8.2	i	i	-6.6	i	i	i
CCCN1CNC(=S)N(Cc2ccccc2)C1	i	i	-3.2	i	-8.9	i	i	-1.6	i	i	i
COC(=O)[C@@H](Cc1ccccc1)NC(=O)[C@H]1CCC(=O)N1C(=O)OCc1ccccc1	i	i	11.6	i	-5.7	i	i	0.0	i	i	i
O=C(CCNc1cc(Cl)cc(Cl)c1)c1ccco1	i	i	-0.5	i	-10.1	i	i	x	i	i	i
COc1ccc(N2C(=O)C3CCCN3C2=O)cc1 (stereo not given)	i	i	-1.4	i	4.9*	i	i	4.6	i	i	i
Cc1cc2[nH]c(=O)c(=O)[nH]c2cc1S(=O)(=O)NC1CCCCC1C (stereo not given)	i	i	56.6*	i	-8.4	i	i	-4.9	i	i	i
COc1ccc(-c2noc(-c3ccoc3C)n2)cc1	i	i	14.7	i	-19.5	i	i	10.3	i	i	i
CCN(CC(=O)Nc1ccccc1OC)CC(=O)Nc1ccccc1C(F)(F)F	i	i	-4.2	i	-18.6	i	i	-2.1	i	i	i
COC(=O)c1sc(NC(=O)c2c(OC)cccc2OC)c(C#N)c1C	i	i	-0.7	i	-10.2	i	i	0.2	i	i	i
S=C(NCCN1CCOCC1)Nc1ccc(-c2nc3ccccc3[nH]2)cc1	i	i	0.5	i	-15.3	i	i	23.0	i	i	i
COc1ccc(Cl)cc1NC(=O)CN(C)C(=O)CCCc1c[nH]c2ccccc12	i	i	-1.4	i	-11.0	i	i	-5.1	i	i	i
Cc1ccc(N(C)S(=O)(=O)c2cc(-c3cnc(C4CC4)o3)ccc2C)cc1	i	i	-3.5	i	-12.3	i	-10.7*	0.9	i	i	i
CCOC(=O)C[C@H]1c2ccc(C(F)(F)F)cc2S(=O)(=O)N1C(C)C	i	i	0.4	i	-6.4	i	i	5.2	i	i	i
CCOc1ccc(NS(=O)(=O)CC23CCC(CC2=O)C3(C)C)cc1 (stereo not given)	i	i	3.4	i	-14.6	i	i	-0.6	i	i	i
Brc1ccc(-c2ccc(/C=N/Nc3nc(N4CCOCC4)nc(N4CCOCC4)n3)o2)cc1	i	i	1.5	i	-11.6	i	i	1.2	i	i	i
Cc1ccccc1-c1n[nH]c(=S)o1	i	i	0.6	i	-4.3	i	i	-5.0	i	i	i
Cc1ccc(NS(=O)(=O)c2ccc3c(c2)NC(=O)CO3)cc1Cl	i	i	0.5	i	-7.5	i	i	16.0	i	i	i
COc1ccc(N2CCN(C(=O)CC(NC(N)=O)c3cccc(Oc4ccccc4)c3)CC2)cc1 (stereo not given)	i	i	2.5	i	-14.7	i	i	11.8	i	i	i
COc1cc(C2C(C#N)=C(N)N(N(C)C)C3=C2C(=O)CCC3)ccc1O (stereo not given)	i	i	x	i	-2.8	i	i	2.2	i	i	i
CCOC(=O)c1c(NC(=O)COC(=O)c2cc(OC)c(OC)cc2[N+](=O)[O-])sc(C)c1C	i	i	-0.1	i	-4.8	i	i	7.5	i	i	i
S=c1[nH]nc(/C=C/c2ccccc2)o1	i	i	-4.6	i	-0.1	i	i	3.9	i	i	i
Cc1ccc(C)c(NC(=O)CCN2C(=O)c3ccccc3C2=O)c1	i	i	-1.2	i	-4.3	i	i	-6.9	i	i	i
COc1cccc(CSc2nc3sc(C)c(C)c3c(=O)n2Cc2ccco2)c1	i	i	3.8	i	-20.2	i	i	2.0	i	i	i
O=C(Oc1cccc2ccccc12)c1cc(Cl)nc2ccccc12	i	i	-0.1	i	-6.9	i	i	2.6	i	i	i
Cc1cc(C)n2nc(CC#N)c(C#N)c2n1	i	i	-3.2	i	-5.5	i	i	-1.1	i	i	i
O=C(NN1CCOCC1)c1ccc(Br)cc1	i	i	-1.6	i	-7.2	i	i	-2.3	i	i	i

(cont.)
SMILES	TRPC4 block	KCNQ1 pot	Dyrk1A ADPGlo	KCNK9 inh	hERG rescue	TRPC4 potent	KCNK3 block	Platelet DG rel	KCNQ1 block	TRPC4 agonist	PolyA inhibitor
Cn1nccc1C(=O)N1CCN(c2ncccn2)CC1	i	i	-3.4	i	-8.0	i	i	-4.4	i	i	i
CCOc1ccc(C(C)=O)cc1Cn1c(=O)oc2ccccc21	i	i	9.7	i	1.0	i	i	-2.3	i	i	i
Cc1ccc(C(=O)C2=C(O)C(=O)N(Cc3cccnc3)C2c2ccc(OC(C)C)cc2)o1 (stereo not given)	i	i	-0.1	i	-5.6	i	i	3.3	i	i	i
COC(=O)c1ccc(S(=O)(=O)N2CCCN(Cc3cccc(Br)c3F)CC2)n1C	i	i	4.3	i	-1.9	i	i	8.1	i	i	i
O=S(=O)(NCC1NCCc2ccccc21)c1ccccc1 (stereo not given)	i	i	4.2	i	-4.0	i	i	1.7	i	i	i
COCCCN(C(=O)CCSc1ccc(F)cc1)c1c(N)n(Cc2ccccc2)c(=O)[nH]c1=O	i	i	-8.0	i	-16.5	i	i	-1.5	i	i	i

High-throughput results: PubChem, several laboratories

Not all compounds are listed; count on the stated rates, not on these rows.
